# Assay outcomes (PubChem)
# KCNH2 3.1 block: qHTS for Inhibitors of KCHN2 3.1: Mutant qHTS; Potassium voltage-gated channel subfamily H member 2, brain isoform KCNH2 3.1 (human); U2OS KCNH2 3.1, thallium flux FluxOr; active compounds read low; activity change, % (tested at about 1.8 µM); 340,000 compounds, 0.95% hits; AID 720553, 2013;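 active means maximum activity change below -70%; inconclusive means maximum activity change from -70% to -50%; inactive means maximum activity change above -50%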;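 further: thallium influx rate constant from kinetic fluorescence after stimulation buffer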
#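 Kinetic fluorescence (2 min after stimulation buffer) measures Tl+ influx through KCNH2 3.1 expressed by viral transduction in U2OS cells; the rate constant is normalized against DMSO controls serving as positive and negative references.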
# Giardia killer: Small Molecules that selectively kill Giardia lamblia: qHTS; 340,000 compounds, 0.15% hits; Giardia lamblia trophozoite viability; AID 540267, 2011; activity change, % at 7.66 µM, hits read low; in the data active means activity change below about -80%; inconclusive means between about -30% and that limit;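 further: parasites exposed to compound for two days anaerobically before the ATP read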
#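 Compounds were tested on trophozoites seeded at 100 cells/well and held 48 hrs at 37 deg C anaerobically. An ATP-based luminescent kit measured the remaining live cells.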
# KCNH2 WT inh: qHTS for Inhibitors of KCHN2 3.1: Wildtype qHTS | activity change, % at 1.84 µM | AID 720551, 2013 | U2OS, BacMam KCNH2, thallium flux FluxOr; active compounds read low | 340,000 compounds, 0.37% hits | Voltage-gated inwardly rectifying potassium channel KCNH2 (Homo sapiens), Q12809;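 active means maximum activity change below -70%; inconclusive means maximum activity change between -70% and -50%; inactive means maximum activity change above -50%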
# Target sequence (Q12809 whole entry, looked up): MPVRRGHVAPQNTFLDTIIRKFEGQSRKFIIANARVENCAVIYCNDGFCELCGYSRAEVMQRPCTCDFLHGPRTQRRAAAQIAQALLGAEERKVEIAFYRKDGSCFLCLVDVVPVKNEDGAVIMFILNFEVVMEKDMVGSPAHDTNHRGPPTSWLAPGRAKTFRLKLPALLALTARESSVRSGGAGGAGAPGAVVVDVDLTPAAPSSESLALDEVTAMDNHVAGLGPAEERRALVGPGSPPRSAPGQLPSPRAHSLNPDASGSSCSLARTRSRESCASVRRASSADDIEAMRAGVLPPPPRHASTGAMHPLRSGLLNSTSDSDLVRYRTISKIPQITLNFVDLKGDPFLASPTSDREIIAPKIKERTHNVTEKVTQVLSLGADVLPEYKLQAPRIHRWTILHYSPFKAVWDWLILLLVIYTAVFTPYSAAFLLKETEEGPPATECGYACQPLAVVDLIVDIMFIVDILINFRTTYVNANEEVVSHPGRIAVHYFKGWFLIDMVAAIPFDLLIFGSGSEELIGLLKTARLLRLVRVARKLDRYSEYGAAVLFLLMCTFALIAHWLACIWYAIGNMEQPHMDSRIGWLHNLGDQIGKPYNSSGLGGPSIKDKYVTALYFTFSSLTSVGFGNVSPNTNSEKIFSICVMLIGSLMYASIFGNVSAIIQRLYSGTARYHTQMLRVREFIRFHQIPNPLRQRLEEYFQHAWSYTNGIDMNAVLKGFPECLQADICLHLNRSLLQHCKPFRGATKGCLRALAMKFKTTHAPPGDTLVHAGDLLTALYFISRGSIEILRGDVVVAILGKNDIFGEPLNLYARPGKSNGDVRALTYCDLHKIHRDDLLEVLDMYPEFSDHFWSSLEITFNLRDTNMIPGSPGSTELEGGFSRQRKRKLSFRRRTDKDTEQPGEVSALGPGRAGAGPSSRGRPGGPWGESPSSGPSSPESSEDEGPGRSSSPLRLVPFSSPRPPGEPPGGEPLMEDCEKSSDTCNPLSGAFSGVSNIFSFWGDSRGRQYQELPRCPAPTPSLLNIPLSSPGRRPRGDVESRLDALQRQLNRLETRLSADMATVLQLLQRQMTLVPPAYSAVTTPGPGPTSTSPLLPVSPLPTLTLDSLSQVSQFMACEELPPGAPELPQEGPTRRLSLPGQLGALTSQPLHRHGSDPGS
#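 U2OS cells transduced with wild-type KCNH2 virus are loaded with FluxOr dye for 45 min, and thallium flux is measured in kinetic reads before and after stimulation buffer. Rate constants are normalized to DMSO controls.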
# uPA generation: qHTS for Inhibitors of Cell Surface uPA Generation. cell surface uPA generation assay, qHTS. Potency, µM (highest dose often 38.3 µM), without a hit: at the highest dose activity change, negative = inhibition, actives largely listed as inhibitors. 330,000 compounds, 0.31% hits; active means well fitted inhibition curve with a large enough effect; inconclusive means small, poorly fitted or top-dose-only effect; inactive means no such curve, though single readings can be large or run the other way; tested in mouse RAW 264.7 cells; further: potency means the concentration at half of the fitted maximal effect; nearly all actives have a fitted effect of over 55% in size
# * hit, by the source's call; ? = inconclusive; & = joins results of further samples. On the % scale 0 is the no-effect control and ±100 the full control effect. Not all compounds are listed. The share of hits here may be higher or lower than overall.
SMILES,KCNH2 3.1 block,Giardia killer,KCNH2 WT inh,uPA generation
O=C(Cc1cccc(NC(=O)C2CCN(S(=O)(=O)c3cccc([N+](=O)[O-])c3)CC2)c1)Nc1cccc(C(=O)N2CCOCC2)c1,-4.0,10.3,3.6,6.3%
O=C(Nc1ccccc1)[C@@H]1CC=C[C@@H]2CCN(C3CCCCC3)C(=O)[C@@H]21,7.6,15.5,5.9,2.9%
COc1c2c(c(CCC(=O)O)c3c1C=CC(C)(C)O3)OC(C)(C)C=C2,1.9,-13.3,1.4,-12.3%
Cc1nn2c(-c3cccc(NC(=O)CN4CCOCC4)c3)nnc2c2ccccc12,-14.0,11.3,-3.2,-6.2%
COc1ccc(N=Nc2ccc(CO)cc2)cc1,14.7,-16.0,6.4,-22.5%
CC(=NNc1nc2ccccc2s1)c1ccncn1,7.1,26.8,4.2,5.2%
O=C1OC(c2ccccc2)(c2ccc3cc(O)ccc3c2)c2ccccc21 (centres undefined),-31.0,5.8,-7.6,0.4%
O=S(=O)(c1ccc(Cl)cc1)N1CCC(n2cnc3cc(C(F)(F)F)ccc32)CC1,-82.7*,10.4,-40.7,-3.3%
C[C@H]1CCC[C@@]2(O[C@H](CCO)C[C@H](O)[C@H]2O)O1,-0.2,7.0,0.9,2.2%
O=[N+]([O-])c1cc([N+](=O)[O-])c2cc(-c3cccnc3)[nH]c2c1,20.1,?,-1.0,-2.2%
COc1ccc2cc(C3=CCCC3(C)C(=O)O)ccc2c1 (centres undefined),11.4,4.3,0.0,4.7%
Cn1nc(C#N)c(=O)[nH]c1=O,-12.1,-0.5,-0.9,-0.1%
COc1cccc(CCc2nc3ccccc3c(=O)n2N)c1,-7.8,2.4,-1.2,5.4%
C=CCOC(=O)C1=C[C@H](C(C)(C)C)[C@@H](CCCO)[C@H](OCC)O1,-6.2,-3.4,-4.7,9.4%
CN(CCc1ccccc1)C(=O)c1cccc(NC(=O)Cc2cccc(NC(=O)C3CCN(C(=O)C4CC4)CC3)c2)c1,3.4,7.8,-1.9,-1.2%
CSC1=Nc2sc3c(c2C2=NCCN12)CC(C)(C)OC3,27.2,-7.7,15.8,-15.6%
Cc1ccc2nc(N3CCN(C(=O)c4ccccc4F)CC3)c(C#N)cc2c1,2.9,-2.4,0.6,0.7%
O=C(Nc1cccc(Cl)c1)OCCOCCOC(=O)Nc1cccc(Cl)c1,-1.5,-12.2,-5.0,1.6%
CCC/C(=N/NC(=O)c1nnn(-c2nonc2N)c1CN1CCCCC1)c1ccccc1,-3.4,-24.4,2.3,20.2%
O=C(NCCc1nc(-c2ccccc2)no1)c1ccco1,2.1,29.6,3.5,2.6%
CCCCn1c2c(cc(C(=O)OC)c1=O)C(=O)CCC2,-11.9,5.8,8.4,6.4%
CC1Cc2ccccc2N1C(=O)CSc1nc2c(c(=O)n(C)c(=O)n2C)n1Cc1ccc(F)cc1 (centres undefined),-0.1,2.6,-0.7,5.4%
CN(C(=O)c1cc2c(=O)n3ccccc3nc2s1)C1CCCCC1,15.2,10.0,3.6,-10.8%
CCOC(=O)N1CCN(C(=O)C2CCN(C(=O)c3ccccc3C)CC2)CC1,1.8,12.0,-4.4,0.6%
Cc1cc(=O)c(C(=O)c2ccccc2)c(C)o1,0.4,-5.4,-2.6,0.0%

# Sorted by value in uPA generation (low to high): 7 of the compounds above
mol	uPA generation
COc1ccc(N=Nc2ccc(CO)cc2)cc1	-22.5%
Cc1nn2c(-c3cccc(NC(=O)CN4CCOCC4)c3)nnc2c2ccccc12	-6.2%
O=C(NCCc1nc(-c2ccccc2)no1)c1ccco1	2.6%
O=C(Nc1ccccc1)[C@@H]1CC=C[C@@H]2CCN(C3CCCCC3)C(=O)[C@@H]21	2.9%
COc1ccc2cc(C3=CCCC3(C)C(=O)O)ccc2c1 (centres undefined)	4.7%
CC(=NNc1nc2ccccc2s1)c1ccncn1	5.2%
O=C(Cc1cccc(NC(=O)C2CCN(S(=O)(=O)c3cccc([N+](=O)[O-])c3)CC2)c1)Nc1cccc(C(=O)N2CCOCC2)c1	6.3%

# The listing picks up; the 2 compounds before the break are reprinted first.
SMILES,KCNH2 3.1 block,Giardia killer,KCNH2 WT inh,uPA generation
CCOC(=O)N1CCN(C(=O)C2CCN(C(=O)c3ccccc3C)CC2)CC1,1.8,12.0,-4.4,0.6%
Cc1cc(=O)c(C(=O)c2ccccc2)c(C)o1,0.4,-5.4,-2.6,0.0%
Nc1c(Cl)cc2c(c1Br)Cc1ccccc1-2,1.0,1.2,0.5,-2.5%
CN(C(=O)c1cccc(NC(=O)Cc2ccc(NC(=O)C3CCN(C(=O)C4CC4)CC3)cc2)c1)C1CCC1,18.1,5.9,1.2,4.6%
CC(=O)Nc1c(O)c2cccc3c2n(c1=O)CCC3,0.8,1.8,9.5,-4.2%
O=C(CCCCCCCC(=O)N1CCCCCC1)N1CCCCCC1,4.8,-2.7,1.5,-12.5%
Cc1ccc(S(=O)(=O)SC/C=C/CSS(=O)(=O)c2ccc(C)cc2)cc1,8.6,-0.7,1.3,0.8%
COC(C)c1oc2c(C)c3oc(=O)cc(C)c3cc2c1C (centres undefined),4.6,-21.4,-4.3,2.4%
CCOc1ccc(CCN2C(=S)N([C@@H](CC(C)C)CN3CCCC3CN3C(=S)NC[C@@H]3CC(C)C)C[C@@H]2Cc2ccc(O)cc2)cc1 (some centres undefined),-33.7,11.9,?,-29.6%
CC(C)C[C@@H](CNCC(=O)[C@H](Cc1c[nH]c2ccccc12)NC(=O)c1[nH]cnc1C(=O)N[C@@H](C)CN)NC(=O)c1nc[nH]c1C(=O)N[C@@H](Cc1ccccc1)C(=O)O,2.0,2.6,-6.9,-2.2%
OCCCn1c(C2CCCN2c2nc(-c3ccc(F)cc3)cs2)nc2cc(Cl)c(N3CCCCC3)cc21 (centres undefined),-4.6,-7.1,13.8,13.0%
O=C(CCCCn1ccc(=O)[nH]c1=O)Nc1ccc(O)c(C(=O)O)c1,8.8,4.5,-2.3,4.7%
CC(=O)Nc1ccc2c(c1)Cc1cc(N3C(=O)C=CC3=O)ccc1-2,14.4,-13.5,-2.0,-12.0%
COC(C[C@H]1O[C@@H]1C(=O)[C@H](C)OCc1ccccc1)OC,7.0,14.6,3.3,?
COc1ccccc1NC(=O)c1cc(C(=O)Nc2ccccc2OC)n(C)n1,0.7,0.0,7.2,0.6%
OC(COc1ccc(Cl)cc1)CN1CCN(c2ccccn2)CC1 (centres undefined),?,4.0,7.4,7.4%
O=[N+]([O-])c1ccc(O)c(C=NNc2ccc(S(=O)(=O)O)cc2)c1,-7.0,-15.0,-2.8,4.2%
O=C(c1cc(-c2ccccc2)nn1CC1CC(c2cccnc2)=NO1)N1CCOCC1 (centres undefined),21.3,1.3,2.8,-1.1%
CC(=O)Nc1ccc2c(c1)Cc1c(F)cccc1-2,-1.0,-21.4,-7.0,-8.8%
O=C(N/N=C/c1ccc(OC(=O)c2ccco2)cc1)c1ccc[n+]([O-])c1,8.3,1.3,-3.6,-8.9%
CCOc1ccccc1NC(=S)C(=C([O-])c1ccc2c(c1)OCCO2)[n+]1ccc(CC)cc1,-6.3,12.1,6.1,-8.9%
CCCN(CC(=O)Nc1ccccc1C)C(=O)C1CCN(S(=O)(=O)c2ccc3c(c2)OCCO3)CC1,0.5,-18.5,-1.7,1.2%
Cc1ccc(C)c(S(=O)(=O)N(C)c2ccc(OC(=O)C3CCN(C(=O)c4ccc(F)cc4)CC3)cc2)c1,-43.1,1.7,-21.3,-5.7%
Clc1ccc(-n2nnnc2Sc2ncnc3sccc23)cc1,19.1,-7.0,5.7,17.0%
C=CCSc1nc(N)c(NC(=O)c2ccco2)c(=O)[nH]1,10.0,21.4,0.6,3.9%
CN1CCN(S(=O)(=O)c2cccc(C(=O)Nc3ccc(Br)cc3Br)c2)CC1,11.5,-3.3,14.2,-5.3%
c1ccc(Sc2ccccn2)cc1,2.1,4.4,12.0,0.9%

# Compound profiles, from the list above.
# Clc1ccc(-n2nnnc2Sc2ncnc3sccc23)cc1 as listed: KCNH2 3.1 block: 19.1; Giardia killer: -7.0; KCNH2 WT inh: 5.7; uPA generation: 17.0%
# CCCN(CC(=O)Nc1ccccc1C)C(=O)C1CCN(S(=O)(=O)c2ccc3c(c2)OCCO3)CC1 as listed: KCNH2 3.1 block: 0.5; Giardia killer: -18.5; KCNH2 WT inh: -1.7; uPA generation: 1.2%

# More results follow:
SMILES,KCNH2 3.1 block,Giardia killer,KCNH2 WT inh,uPA generation
O=C(NCc1ccccc1)C1=C[C@H](c2ccc(Br)cc2)C[C@H](OCCCCO)O1,-11.2,11.2,-2.9,-6.5%
CCc1nc(N)nc(N)c1-c1ccc(Cl)c(N=[N+]=[N-])c1,-22.2&-1.2,-5.7&1.9,35.0&24.2,-10.6%&-9.3%
COC(=O)c1ccc(N2CCN(C)CC2)c(NC(=O)c2sc3ccccc3c2Cl)c1,3.1,22.7,7.1,-1.6%
CCc1ccc(-c2cnc3nc[nH]c(=O)c3n2)cc1,1.1,-14.6,4.5,-5.2%
CNC(=O)OCc1nc(SSC(C)(C)C)n(C)c1COC(=O)NC,10.8,22.7,14.1,-0.2%
O=C(NCCc1nnc2ccc(N3CCCC3)nn12)c1ccccc1,-1.6,-5.3,7.4,-2.5%
O=C1Nc2ccccc2SC1c1ccccc1Cl (centres undefined),18.9,5.7,10.3,-2.1%
CC(C)c1ccc(N(CCc2ccccn2)C(=O)C(C)(C)C)cc1,-7.7,-5.8,-2.0,0.8%
CCCOc1ccc(C(=O)CCC(=O)OCC(=O)N(CC)c2c(N)n(Cc3ccccc3)c(=O)[nH]c2=O)cc1,-17.7,25.4,2.4,-5.3%
CCOc1ccc(C(c2c(O)nc(SC)[nH]c2=O)c2c(O)nc(SC)[nH]c2=O)cc1,6.9,-3.8,19.3,?
O=C(COc1ccc(Cl)cc1)N1N=C(c2cccs2)CC1c1ccco1 (centres undefined),-36.9,-28.2,21.8,-3.4%
Cc1cn(C2CCCO2)c(=O)nc1N (centres undefined),-6.6,5.8,-11.6,3.5%
Nc1ccc2nc(-c3ccccc3)cnc2c1,-9.0,-29.3,-1.3,-10.2%
O=C(c1cn(-c2ccccc2)nc1-c1cccnc1)N1CCN(S(=O)(=O)c2ccc(Cl)cc2)CC1,3.1,14.2,0.1,2.4%
CCOC(=O)C1=C(N)n2c(s/c(=C\c3cccnc3)c2=O)=C(C(=O)OC)C1c1cccnc1 (centres undefined),-15.5,1.7,-2.8,5.1%
O=C(NCC1CCCO1)c1ccc2c(c1)S(=O)(=O)c1ccccc1C2=O (centres undefined),11.1,0.1,-9.0,-10.3%
O=[N+]([O-])c1ccc(Oc2ncccn2)cc1,-1.3,-4.1,-6.6,1.0%
CC12CCC(C(S(=O)(=O)Nc3ccccc3)C1=O)C2(C)C (centres undefined),-9.9,-16.7,-3.6,-0.5%
Cc1ccc(S(=O)(=O)N2CCN(C(=O)COC(=O)CCOc3cc(C)ccc3C)CC2)c(C)c1,-15.9,-5.3,3.2,4.2%
Cc1ccc(CN2CCN(c3ccccc3Cl)CC2)o1,0.2,-14.4,12.6,0.6%
Cc1oc2ccc(O)cc2c1C(=O)c1ccc(F)cc1,11.8,8.9,1.5,7.7%
Cc1cc(NC(=O)NC(=O)c2ccccc2NC(=O)CN)ccc1Oc1ncc(Br)cn1,-6.2,-8.0,-0.4,-13.5%
CCc1ccccc1S(=O)(=O)Cc1ccc(C(=O)NC(C)C)o1,10.9,-17.0,1.8,1.7%
CC(C)(C)c1ccc(NC(=O)c2ccc3c(c2)S(=O)(=O)c2ccccc2C3=O)cc1,-18.5,17.8,-0.3,7.1%
CC(C)N1CC(COc2ccccc2Cl)OC1=O (centres undefined),12.2,-20.5,2.6,0.0%
CCN(CC)CCOC(=O)C(Cc1ccco1)Cc1cccc2ccccc12 (centres undefined),-73.8*,15.1,-7.0,-1.9%
CCCCC(=O)OC1CCC2C3CCc4cc(O)ccc4C3CCC12C (centres undefined),-3.5,-8.0,6.3,-4.4%
COc1ccccc1CC(O)CC1c2c(cc3c(c2OC)OCO3)CCN1C (centres undefined),-0.8,-0.7,22.9,6.2%
